OXTR potentiate: human OXTR potentiation | P30559 | CHO-OTR cells, Fluo-8 calcium fluorescence, potentiator mode; 0% = oxytocin EC15, 100% = EC100 | activation, % at 3 µM | actives 0.061% (n = 320,000) | AID 2445;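 active means activation above that plate's cutoff, the mean activation of tested compounds plus 3 SD, cut at about 6.6% in these data, passing the limit was not always enough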;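 further: 100% uses oxytocin at 75 nM as the full agonist control; some results filed as inactive read as strong as hits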
Target sequence (P30559 whole entry, looked up): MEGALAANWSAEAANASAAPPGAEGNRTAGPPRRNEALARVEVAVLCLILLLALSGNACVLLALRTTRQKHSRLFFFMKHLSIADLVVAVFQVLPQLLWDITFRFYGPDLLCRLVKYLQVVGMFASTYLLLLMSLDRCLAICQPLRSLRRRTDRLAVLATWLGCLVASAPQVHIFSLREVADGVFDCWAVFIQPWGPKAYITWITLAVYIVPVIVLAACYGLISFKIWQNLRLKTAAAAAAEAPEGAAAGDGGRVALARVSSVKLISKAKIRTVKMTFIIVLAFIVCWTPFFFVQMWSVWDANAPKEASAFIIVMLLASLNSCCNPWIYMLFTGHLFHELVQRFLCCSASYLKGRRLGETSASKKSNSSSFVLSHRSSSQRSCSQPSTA
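System: human OTR in CHO cells / Also added: sub-maximal oxytocin, roughly EC15 / Control set: EC15 oxytocin low, 75 nM oxytocin high / Schedule: 6 min compound pre-incubation at room temperature, 100 s kinetic read / Compound: single-point 3.0 µM / Replication: singlicate / Technique: Fluo-8 calcium dye fluorescence / Read-out basis: % activation of max/min ratio relative to oxytocin controls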
CHO-K1 Ca antag: counter-screen for M1 antagonists: effect in parental CHO-K1 cells; ATP-induced calcium, Fluo-8 fluorescence; actives 0.6% (n = 360,000); AID 602250; inhibition, % at 3 µM;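 active means inhibition above a per-plate cutoff, the plate's mean sample inhibition plus 3 SD, cut at about 24% in these data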;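 further: 0% = DMSO plus EC80 ATP and 100% = DMSO alone without ATP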
TAAR1 ag: human TAAR1 agonism | Q96RJ0 | CHO RD-HGA16 TAAR1, Fluo-8 calcium fluorescence; vehicle wells 0%, saturating PEA agonist 100% | activation, % at 3 µM | actives 0.99% (n = 360,000) | AID 624467;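 active means activation above the mean activation of all test compounds in the run plus 3 SD, cut at about 38% in these data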
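System: CHO RD-HGA16 cells carrying human TAAR1 plus Gα16; Incubation: 17-24 h seeding, 75 min 37 °C dye, 30 min RT; Measured by: Fluo-8 fluorescence, 5 s baseline then 140 s kinetic read; Control set: DMSO and PEA EC100; Replication: single well for each compound.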
CHO-K1 Ca PAM: nonselective activator or artifact in parental CHO-K1 calcium assay; AID 602247; actives 0.02% (n = 360,000); activation, % at 3 µM; ATP EC20, Fluo-8 calcium fluorescence; 0% at ATP EC20, 100% at ATP max;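 active means activation above the run cutoff, the mean activation of all test compounds plus 3 SD, cut at about 40% in these data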;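 further: peak over basal fluorescence ratio in a 140 s read after ATP addition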
CHO-K1 Ca ag: counter-screen for M1 agonists: effect in parental CHO-K1 cells; Fluo-8 calcium fluorescence; scaled to maximal ATP response, vehicle zero; actives 0.48% (n = 360,000); activation, % at 3 µM; in the data active means activation above about 15%;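 further: untransfected CHO-K1 host cells lacking M1 receptor as counterscreen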
V1R ag counter: counter-screen for oxytocin receptor agonists: human V1a receptor agonists; P37288; CHO-V1R cells, Fluo-8 calcium fluorescence, agonist mode; 0% DMSO, 100% 3 nM vasopressin; activation, % at 3 µM; actives 0.25% (n = 320,000);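 active means activation above the mean activation of all tested compounds plus 3 SD, per screening run, cut at about 20% in these data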;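 further: signal is peak over basal fluorescence ratio across a 100 second FLIPR read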
TAAR1 antag: antagonists of human TAAR1; CHO RD-HGA16 TAAR1, Fluo-8 calcium fluorescence, antagonist; inhibition, % at 3 µM; actives 1.5% (n = 360,000); Q96RJ0;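 active means inhibition above a per-plate cutoff, the mean inhibition of test compounds on that plate plus 3 SD, cut at about 49% in these data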;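 further: 0% = DMSO plus EC80 beta-PEA response and 100% = DMSO alone without agonist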
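Test system – hTAAR1-expressing CHO RD-HGA16 cells, Gα16-coupled · Reagent – β-PEA at EC80 concentration, post-compound challenge · Compound dosing – 3 µM, single point · Timing – 140 s kinetic read after compound, 140 s after agonist · Detection – Fluo-8 intracellular calcium dye fluorescence, real-time kinetic reads · Control set – DMSO and EC80 PEA controls · Repeats – n of 1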
CHO parental Ca: counter-screen for OX1R antagonists: effect in parental CHO cells; inhibition, % at 5.6 µM; actives 0.63% (n = 330,000); parental CHO-K1, ATP-induced calcium, Fluo-8 fluorescence; AID 463079;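 active means inhibition above that plate's mean sample inhibition plus 3 SD, cut at about 26% in these data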;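 further: 0% = ATP-challenged DMSO wells and 100% = DMSO wells without ATP; some compounds past the cut are filed as inactive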
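Material – parental CHO cells · Reagent – ATP stimulus · Compound – single nominal dose of 5.6 µM per compound · Detection – Fluo-8 fluorescence · Read-out basis – percent inhibition of calcium signal · Controls – ATP-challenged DMSO wells low, unchallenged DMSO wells high · Repeats – no replicates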
CHRM1 agonist: activates human CHRM1 receptor; CHO-K1 hM1, Fluo-8 calcium fluorescence, agonist mode; 0% DMSO, 100% acetylcholine EC100; activation, % at 3 µM; actives 0.33% (n = 360,000); AID 588814;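 active means activation above the run's mean compound activation plus 3 SD, cut at about 16% in these data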;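 further: peak over basal fluorescence ratio within a 140 s kinetic read after compound addition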
Target sequence (P11229 whole entry, looked up): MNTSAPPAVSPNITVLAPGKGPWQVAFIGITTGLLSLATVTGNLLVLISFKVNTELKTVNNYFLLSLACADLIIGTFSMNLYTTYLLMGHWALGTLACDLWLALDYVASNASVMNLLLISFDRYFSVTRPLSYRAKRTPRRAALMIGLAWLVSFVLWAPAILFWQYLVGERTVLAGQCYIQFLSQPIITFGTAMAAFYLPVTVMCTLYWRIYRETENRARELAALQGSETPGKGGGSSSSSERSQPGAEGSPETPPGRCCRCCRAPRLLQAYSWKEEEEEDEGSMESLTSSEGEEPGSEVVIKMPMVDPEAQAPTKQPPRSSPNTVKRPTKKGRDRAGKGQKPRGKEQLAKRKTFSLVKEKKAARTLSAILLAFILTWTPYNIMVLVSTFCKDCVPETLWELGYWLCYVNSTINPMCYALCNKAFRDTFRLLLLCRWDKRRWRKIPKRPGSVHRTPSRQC
An asterisk follows results filed as active; · = not tested or not shown. Outcome played no part in choosing rows; any-hit rate near 3.3%.

No.	structure	OXTR potentiate	CHO-K1 Ca antag	TAAR1 ag	CHO-K1 Ca PAM	CHO-K1 Ca ag	V1R ag counter	TAAR1 antag	CHO parental Ca	CHRM1 agonist
1	Cc1noc(NS(=O)(=O)c2ccc(NC(=O)CSc3nc4c(cc3C#N)CCCC4)cc2)c1C	-2	-5	2	15	0.8	1.2	-8	14	0
2	COc1ccc(OC)c(CN2C(=O)c3ccccc3C2c2nnnn2C(C)C)c1 (configuration not stated)	·	-13	1	17	0.3	·	-7	·	·
3	Cc1ccc(NC(=O)c2cc(-c3ccc(C)o3)nc3ccccc23)cc1	-10	-15	10	10	0.8	-0.6	57*	6	-1
4	CN(C)CCOc1ncnc2c1oc1ccccc12	-5	-9	20	-10	0.0	-0.3	-3	9	5
5	O=C(COC(=O)c1ccc(F)cc1F)NCCNC(=O)COC(=O)c1ccc(F)cc1F	1	-6	1	10	1.3	1.7	-20	4	1
6	O=C(CN1C(=O)NC2(CCCC2)C1=O)OCCOc1ccc(Br)cc1	-9	-7	0	1	1.8	0.6	-2	-11	0
7	CC(C)(C#CC(O)(c1ccccc1)c1ccccc1)N1CCCCC1	-12	-11	1	21	0.7	-0.2	-16	-13	-9
8	COc1cccc(NC(=O)C(c2ccccc2)N2CCN(CC(=O)N3CCOCC3)CC2)c1 (configuration not stated)	-2	-13	1	20	0.5	-0.1	10	-8	-1
9	CCn1nc(C(=O)Nc2ccccc2N2CCCC2)c2ccccc2c1=O	-4	7	2	-5	17*	-2.0	43	-36	-5
10	O=C(N1CCOCC1)N1CCN(S(=O)(=O)N2CCCCC2)CC1	-5	-9	2	9	0.8	2.8	8	-6	-3
11	Cc1ccc(C)c(OCC(=O)NNC(=O)CSC(=S)N2CCCC2)c1	-2	-9	0	11	0.8	1.9	-5	-12	-3
12	O=C(NCC1CCCO1)c1ccc(NC(=O)c2cccc(Cl)c2)cc1 (configuration not stated)	3	-9	15	8	1.1	1.9	-9	-7	0
13	Cc1ccc(OCc2n[nH]c(=S)n2-c2ccccc2)cc1	-5	-12	7	16	3.1	2.9	-1	-11	-1
14	C[C@@H]1CN([C@H](C)CO)C(=O)CCCn2nncc2CO[C@H]1CN(C)Cc1ccc(O)cc1	·	6	4	6	0.0	·	-12	·	-8
15	CC(C)(C)c1ccc(-c2noc(C(=O)NN)n2)cc1	-3	-5	3	12	0.7	1.4	-48	-9	-3
16	COc1cc(OC)cc(C(=O)NCC(=O)Nc2ccc(OC)c(Cl)c2)c1	-6	-7	1	2	0.7	2.0	2	-10	-4
17	CC(C)C[C@@H](CO)N1CCN(C)CCC1=O	-6	1	17	-15	-0.1	1.3	-10	3	-10
18	COc1cc(C=O)ccc1OCc1ccncc1	-2	-11	2	4	-0.4	-1.4	3	-17	0
19	Nc1nnnn1/N=C/c1ccccc1OCc1ccccc1	-11	4	0	-5	-0.3	0.8	-9	-12	-2
20	Cc1cc(C(=O)CC#N)c(C)n1CC(F)(F)F	-6	-4	4	13	0.4	1.0	-1	-7	1
21	COc1cccc(CN2CCN(C3CCOCC3)CC2CCO)c1 (configuration not stated)	-3	-2	3	3	-0.5	0.6	-11	-8	-5
22	CC1CN(C(=O)C(C)N2CCN(c3ccccc3Cl)CC2)CC(C)O1 (configuration not stated)	-3	-16	2	21	1.5	0.4	-5	-21	-4
23	COc1ncnc2c1ncn2CCCNCCN1CCOCC1	·	6	2	9	2.4	·	-1	·	-8
24	O=S(=O)(Cc1ccccc1Cl)CC(O)COc1ccccc1Cl (configuration not stated)	-9	-8	6	19	1.7	1.5	4	-5	0
25	Cc1cccc(SC2CCN(Cc3nc(CC4CC4)no3)CC2)c1	1	-8	-2	-6	-0.1	-0.2	-15	-10	-4

Compound profiles, from the list above. Screens in order: OXTR potentiate, CHO-K1 Ca antag, TAAR1 ag, CHO-K1 Ca PAM, CHO-K1 Ca ag, V1R ag counter, TAAR1 antag, CHO parental Ca, CHRM1 agonist
Profile of COc1cc(OC)cc(C(=O)NCC(=O)Nc2ccc(OC)c(Cl)c2)c1 = -6, -7, 1, 2, 0.7, 2.0, 2, -10, -4
Profile of O=C(CN1C(=O)NC2(CCCC2)C1=O)OCCOc1ccc(Br)cc1 = -9, -7, 0, 1, 1.8, 0.6, -2, -11, 0
Profile of Cc1cccc(SC2CCN(Cc3nc(CC4CC4)no3)CC2)c1 = 1, -8, -2, -6, -0.1, -0.2, -15, -10, -4

(cont.)
No.	structure	OXTR potentiate	CHO-K1 Ca antag	TAAR1 ag	CHO-K1 Ca PAM	CHO-K1 Ca ag	V1R ag counter	TAAR1 antag	CHO parental Ca	CHRM1 agonist
26	Cc1ccccc1-n1nc(-c2ccc(N)cc2)cc1N	-3	-19	10	12	0.3	-0.1	-15	-20	-3
27	COc1ccc(OCCOC(=O)CN2C(=O)NC3(CCCC3)C2=O)cc1	-9	2	0	5	1.1	-0.7	5	-9	-3
28	CC(=O)Nc1ccc(S(=O)(=O)Nc2nc3ccccc3nc2Nc2ccc(C(=O)O)c(O)c2)cc1	6	-3	1	8	0.5	1.7	-3	-5	1
29	CN1CCN(CC(=O)Nc2cccc([N+](=O)[O-])c2)CC1	-1	-16	3	24	0.9	0.6	-10	9	-6
30	CCOC(=O)c1c[nH]c2c([N+](=O)[O-])cc(OC)cc2c1=O	·	2	0	-4	-0.1	·	-1	·	-2
31	O=[N+]([O-])c1ccc(Nc2ccccc2F)nc1	-18	-8	3	6	2.3	1.2	5	-5	-3
32	O=C(NC1CCCC1)c1ncn[nH]1	-9	-4	4	16	0.2	0.1	-5	7	-6
33	O=C(Cc1ccccc1Cl)Nc1cccnc1	9	-22	4	17	0.6	0.1	-1	0	-6
34	O=C(O)c1cc([N+](=O)[O-])ccc1NCCCc1ccccc1	-8	7	0	2	1.4	5.6	-6	-9	18*
35	COC(=O)c1ccc(/C=N/NC(=O)C2CC(=O)N(c3ccc(F)cc3)C2)cc1 (configuration not stated)	-8	0	6	-16	0.0	1.1	-11	-13	-2
36	CN1CCN(c2ccc(S(=O)(=O)N3CCCCC3)cc2NC(=O)COc2cccc(Cl)c2)CC1	-3	10	5	-20	1.0	1.9	6	-8	-6
37	O=C(CCn1ccc2cc(S(=O)(=O)N3CCCC3)ccc21)NCc1ccccc1F	-10	-9	1	16	2.2	1.0	1	-9	-4
38	COc1cccc(CNS(=O)(=O)/C=C/c2ccc(OC)c(OC)c2)c1	-1	4	-1	10	-0.2	0.2	-14	-7	-5
39	CCOc1ccc(C2NCCc3cc(OC)c(OC)cc32)cc1OC (configuration not stated)	-2	13	7	-9	-0.5	-0.2	-10	-22	-5
40	Cc1onc(-c2ccccc2)c1C(=O)N1CCOCC1	-18	9	-3	1	0.4	1.4	-4	-5	-3
41	CCN(CC(=O)Nc1ccccc1OC)C(=O)CN1C(=O)NC(C)(c2ccc(C)cc2)C1=O (configuration not stated)	-10	-8	9	-13	0.9	2.2	0	-24	0
42	OC(CN1CCN(Cc2ccccc2)CC1)c1ccc(Br)cc1 (configuration not stated)	6	17	3	-26	0.1	1.5	-20	-1	-8
43	O=c1c2ccccc2oc2c1oc1ccccc12	·	-20	-3	23	0.4	·	-6	-17	-9
44	Cc1cccc(NC(=O)C2(c3ccccc3)CC2(Cl)Cl)c1 (configuration not stated)	-14	-2	17	20	-0.1	4.9	2	-20	-5
45	CCCCc1ccc(NC(=S)NCC2CCCO2)cc1 (configuration not stated)	-7	-6	2	20	2.4	3.4	-6	4	-7
46	CCc1cccc(C)c1NC(=O)C1CCCO1 (configuration not stated)	-1	-11	10	22	1.1	0.5	2	-14	-3
47	O=C(NCc1ccccn1)C1CCN(Cc2cccc(OCc3ccccc3)c2)CC1	-15	-10	-1	25	-0.3	0.0	-2	-28	-15
48	Cc1cccc(NC(=O)CSC(N)=O)c1C	-3	-6	18	-2	-0.1	2.2	9	-3	-2
49	CN1OC[C@@H]2CN(C(=S)NCCc3ccccc3)[C@H](c3ccccc3Br)C[C@@H]21	·	18	6	-6	-0.1	·	-5	·	-8
50	CCCN(CCC)CC(=O)N1CC(=O)Nc2ccccc21	-6	-17	1	15	0.4	0.9	-8	8	-4

More compounds:
No.	structure	OXTR potentiate	CHO-K1 Ca antag	TAAR1 ag	CHO-K1 Ca PAM	CHO-K1 Ca ag	V1R ag counter	TAAR1 antag	CHO parental Ca	CHRM1 agonist
51	COC(=O)N(NC(=O)C(O)(CCC(C)C)CCC(C)C)c1ccccc1	-2	1	0	17	2.5	-1.7	-1	-23	-11
52	CC1CCN(S(=O)(=O)c2ccc3ccccc3c2)CC1	-18	10	8	-8	-0.1	-1.3	16	-8	-2
53	COc1ccccc1C(=O)NNC(=O)c1cccc(Br)c1	-4	13	1	-23	-0.3	-0.4	2	-4	-2
54	COC(=O)[C@@H]1C[C@@]2(O)[C@@H](O)[C@@H](O)[C@@H](O)C[C@H]2N1Cc1ccc(Cl)cc1	4	-8	14	2	0.1	0.9	-9	-4	-4
55	Clc1ccc(-n2ncc3c(NCc4cccnc4)ncnc32)cc1Cl	-4	-11	2	14	1.1	0.0	-13	-6	-2
56	CCCN(CCC)CCCn1c(=O)[nH]c2ccccc21	2	2	12	12	8.9	0.7	2	-4	-14
57	CCOCCCNCc1cn(-c2ccc(F)cc2F)nc1-c1ccccc1C	-5	-6	-1	7	1.1	-1.4	-16	-42	-6
58	CCN1CCCC1CNC(=S)Nc1ccc(C(C)=O)cc1 (configuration not stated)	-16	-19	5	20	1.3	-0.8	10	-19	-6
59	O=C1NCCN(CC2CCN(CCc3ccccc3)CC2)C1=O	·	11	1	-5	0.3	·	-7	·	-6
60	COc1ccc(CNC(=O)c2ccc(NC(=O)C3=CSCCO3)cc2)cc1	-7	9	9	13	1.6	2.7	-1	-13	0
61	CCOC(=O)C1=C(C)c2ccccc2OC1(C(=O)OCC)C(C)C (configuration not stated)	·	-16	12	16	0.6	·	29	-34	6
62	Cn1ccsc1=NC(=O)c1cccc(OC(F)F)c1	-7	-13	-1	7	0.3	0.4	-9	0	-6
63	O=C(CCc1nc(-c2ccccc2)no1)NCc1cccnc1	-5	-5	5	7	0.1	-0.1	-1	-6	-6
64	CC(C)NC(=O)/C=C/C(=O)O	-7	-20	1	13	0.4	0.6	1	-14	-2
65	COc1ccc(N2C(=O)C3CCCN3C2c2ccccc2OC)cc1 (configuration not stated)	-1	4	0	-2	0.4	-0.2	1	-14	-3
66	CCOC(=O)Nc1ccc2c(c1)N(C(=O)N(C)C)c1ccccc1CC2	-6	5	-1	0	4.3	0.2	8	-1	-4
67	Cn1c(CNC(=O)c2ccccc2F)nnc1SCC(=O)Nc1nnc(C2CC2)s1	-3	-13	5	23	0.5	-0.2	-5	-5	-6

From PubChem
